Bioassay records from PubChem.
mcGAS MS inh: inhibitors of mouse cGAS; recombinant mouse cGAS, cGAMP by RapidFire MS; hit rate 0.18% among 130,000; Q8C6L5; inhibition, % at 12.5 µM;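 active = inhibition of cGAS enzyme activity at or above 60%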;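 also: enzyme stimulated by 45 bp dsDNA with ATP and GTP substrates; cGAMP share of summed cGAMP plus half ATP and half GTP signals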
Target sequence (Q8C6L5 whole entry, looked up): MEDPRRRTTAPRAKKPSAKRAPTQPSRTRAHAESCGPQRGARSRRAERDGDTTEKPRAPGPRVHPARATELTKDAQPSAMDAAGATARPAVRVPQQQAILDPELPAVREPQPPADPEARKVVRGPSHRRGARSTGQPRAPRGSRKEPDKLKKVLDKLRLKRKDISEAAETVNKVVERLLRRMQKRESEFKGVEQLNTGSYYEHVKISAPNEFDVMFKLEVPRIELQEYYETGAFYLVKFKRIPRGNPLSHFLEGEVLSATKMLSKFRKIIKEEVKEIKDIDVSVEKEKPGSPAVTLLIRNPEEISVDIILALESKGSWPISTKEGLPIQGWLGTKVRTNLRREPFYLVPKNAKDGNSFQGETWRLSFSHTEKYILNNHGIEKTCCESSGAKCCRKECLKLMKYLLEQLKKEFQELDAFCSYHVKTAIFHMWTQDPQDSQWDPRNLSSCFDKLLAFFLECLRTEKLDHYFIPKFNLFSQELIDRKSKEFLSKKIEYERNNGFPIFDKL
* hit, by the source's call; & = joins results of further samples.

SMILES,mcGAS MS inh
Cc1nc(C(F)(F)F)ccc1C(=O)N1CCC1(C)C(=O)NS(=O)(=O)c1ccccc1 (centres undefined),-13
CCC(C)(C)C1CCC(NC(=O)c2ccccc2N(C)S(C)(=O)=O)CC1 (centres undefined),-6
Cc1nc2ncc(-c3cc(NCc4ccccn4)nc4[nH]ccc34)cc2[nH]1,-19
O=C1NCC(=O)N2CCN(Cc3cccc(OC4CCCC4)c3)CC12 (centres undefined),-7
CCOC(=O)C1(C)CCCCCN1C(=O)c1ccc(C(F)(F)F)nc1C (centres undefined),-5
CN(CC(=O)NC1CCN(C2CCCCCC2)C1)C(=O)c1ccsc1 (centres undefined),-6
N#Cc1ccc(C(=O)N(CCN2CCOCC2)c2nc3ccc(Br)cc3s2)cc1,-8
COc1ccc(-c2nc(CC(=O)N(C)Cc3nc4ccccc4c(=O)[nH]3)cs2)cc1OC,-7
O=C1CC(c2cccc3[nH]ccc23)c2c(nc3ccccn23)CN1 (centres undefined),-6
COc1ccc(CCN2CCC(CN(C)C(=O)c3ccc(C(C)=O)s3)CC2)cc1,-4
Cc1oc(-c2cccs2)nc1CN1CCOc2ccc(Cl)cc2C1,-10
Cc1cc(C(=O)COC(=O)C23CC4CC(CC(Br)(C4)C2)C3)c(C)n1C,-3
COc1ccc(N2CCCN(C(=O)C3COCCO3)CC2)cc1 (centres undefined),4
CCn1nc(C)c(NC(=O)CNC(c2nccn2C)C(C)C)c1C (centres undefined),-8
CN(C)c1ccccc1NC(=O)N1CCN(S(=O)(=O)N(C)C2CCCCC2)CC1,7
CCOC(=O)N1CCN(C(=O)CSc2ccc(NC(C)=O)nn2)CC1,10
Cn1nccc1C(=O)N1CCC2(CC1)N=C(COc1cccc(F)c1)NC2=O,-11
c1ccc(-c2cnn3cc(CN4CC(n5cccn5)C4)cnc23)cc1,-9
CCCCc1nnc(N)s1,-1
CCCSc1nnc2c(n1)OC=Nc1ccc(Br)cc1-2,6
CONC(=O)c1cc2c(cc1Br)n(C)c(=O)n2C,-3
Cc1cc(CN(C)Cc2cnn(C)c2C)oc1C,-9
COc1ccc(Cl)cc1NS(=O)(=O)N1CCCCCC1,-14
Cc1cccc(C2=N/C(=C\C(Cl)=C\c3ccccc3)C(=O)O2)c1,8
O=C(Nc1c(C(=O)N2CCOCC2)oc2ccccc12)c1ccccc1,-1
N#CC1(c2ccccn2)Cc2cc([N+](=O)[O-])ccc2N2CCCCC21 (centres undefined),11
CC(C)n1cc(CN2CCC(CCC(=O)N3CCN(c4ccccc4)CC3)CC2)cn1,-11
CC(C(=O)NCc1ccc(Cl)cc1)n1c(=O)c(N2CCOCC2)nc2ccccc21 (centres undefined),2
CC(C)n1cnnc1CN(C)Cc1ccc2c(c1)OC(F)(F)O2,-13
C=Cc1ccc(Cn2c(C)c(C(=O)NCc3ccc(C(C)C)cc3)sc2=O)cc1,46
O=[N+]([O-])c1cccnc1Nc1cc(Cl)cc(Cl)c1,-1
CC(C)C1CN(C(=O)CNC(N)=O)CCCN1CC1CC1 (centres undefined),-7
COC(=O)c1occc1CN1CC(C(N)=O)CCC1C (centres undefined),0
Cc1nc2sc(C)c(C)n2c(=O)c1NC(=O)CSCc1ccccc1,-2
O=S(=O)(NC1CCCCC1Sc1ncccn1)c1ccc(Cl)cc1 (centres undefined),-15
CCN(CC)C1=NC=CC(c2ccccc2)=CC1SC (centres undefined),-7
CN(CCc1ccccn1)C(=O)CC1C(=O)NCCN1Cc1cccc(F)c1 (centres undefined),-10
COc1cc(C(=O)Nc2oc3ccccc3c(=O)c2-c2ccc(C)cc2)cc(OC)c1OC,1
CCCc1cc2c(=O)c(-c3cc4ccccc4o3)coc2cc1OC(C)C(=O)OCC (centres undefined),0
CNc1cnc(-c2cccc(C(=O)N3CCOCC3)c2)cn1,-9
CCn1c(CC2CCN(Cc3ccncc3Cl)CC2)n[nH]c1=O,-26
COC(=O)C1CCN(C(=O)CC2CSc3nc(C)cc(=O)n32)CC1 (centres undefined),-4
O=C(Nc1nc2c(s1)CCCC2)c1cc(-c2ccco2)n(C2CCS(=O)(=O)C2)n1 (centres undefined),-4
O=C(NCCOc1ccc2nnc(-c3ccccc3)n2n1)c1cc(-c2cccs2)[nH]n1,-3
COc1ccc(-n2c(C)nc3ccc(NC(=O)CNC(=O)c4ccccc4)cc3c2=O)cc1,0
O=C(CCC(=O)N1CCC2(CC1)C(=O)NCN2c1ccccc1)c1ccc(CCCC2CC2)cc1,-4
Cc1nn(C)c(Cl)c1S(=O)(=O)N1C[C@H]2CC=CC[C@H]2C1,-10
Cc1ccc(-c2cc(C(F)F)nc(N3CCCC3)n2)cc1,10
Cc1nc(NC(C)C)c2c3c(sc2n1)CCCC3,7
Cc1noc(C)c1S(=O)(=O)N1CC(c2cccnc2)C1,-20
O=C1CCc2cc(C(=O)Cn3nc(C(=O)O)c4ccccc4c3=O)ccc2N1,-17
COCCCOc1cccc(NC(=O)Cc2ccon2)c1,-4
C=CCOn1c(=O)c(-c2ccc(Oc3ccccc3)cc2)[n+]([O-])c2ccccc21,-2
COc1ccc(OC)c(NS(=O)(=O)c2cnc[nH]2)c1,-8
O=S(=O)(Nc1ncccn1)c1ccc(Nc2ncnc3ccccc23)cc1,-17
C=CCn1c(N)cc(=O)nc1SCC(=O)N1c2ccccc2Sc2ccccc21,-30

The results go on:
SMILES,mcGAS MS inh
CC1CN(S(=O)(=O)c2cccc(Cl)c2)CCN1S(=O)(=O)c1cccc(Cl)c1 (centres undefined),-2
C=C(C)Cn1c(=O)c2c(nc3n2CC(C)CN3c2cccc(OC)c2)n(C)c1=O (centres undefined),-11
CO[C@H]1CN(Cc2nc3ccccc3n2CC(C)C)CC[C@H]1N,-8
Cc1nc(NCCNC(=O)Nc2ccccc2Cl)cc(N(C)C)n1,1
CCCN(C)c1ccc(C(=O)N2CCC(N3CCOCC3)CC2)cn1,-16
CCCCNC(=O)Cn1cc([N+](=O)[O-])ccc1=O,-5
CC(C)N1CCCC(C)(C(=O)Nc2ccc3cn[nH]c3c2)C1 (centres undefined),-10
CC(c1cccnc1)N(C)C(=O)c1ccc(OCC(=O)N2CCCCC2)cc1 (centres undefined),-11
CCOCCN1CCC=C(CNC(=O)C2CCCCC2)C1,-20
COc1cccc(C(=O)NCCNc2cc(N3CCOCC3)nc(C)n2)c1OC,-6
O=C(CC1Cn2ncc(-c3ccccc3)c2NC1=O)NC1CCCCCC1 (centres undefined),-2
Cc1nc(=O)[nH]c(C)c1CCC(=O)N1CCCC2(CN(C)C(=O)O2)C1 (centres undefined),-7
O=C(c1cc(S(=O)(=O)N2CCOCC2)c[nH]1)N1CCCC1c1ccsc1 (centres undefined),-3
CCOC(=O)C1(C)C(=NNc2ccc(Br)cc2)C(=O)C(=O)N1c1ccccc1 (centres undefined),-8
CCc1nc(C)c(C(=O)NCc2csc(-c3ncccn3)n2)s1,-13
CN1CCN(C(CNC(=O)c2ccc(-c3ccccc3)cc2)c2ccc3c(c2)CCCN3C)CC1 (centres undefined),-9
O=C(CCc1ccccn1)Nc1cc(C(F)(F)F)ccc1O,-10
NC(Cn1ccc2cccnc21)C(=O)O (centres undefined),-9
Cc1nn(C)c(C)c1CCNc1snc(Cl)c1C#N,-7
CCOC(=O)c1c(N)c(C#N)n2c1CCC2,-14
CCC(NC(=O)c1cn2c(n1)CNCC2)c1ccc(S(C)(=O)=O)cc1 (centres undefined),-14
CN(Cc1ccc(F)c2cccnc12)C1(CO)CCSCC1,-3
CC(c1ccccc1)n1c(Cc2cccnc2)nnc1SCC(=O)O (centres undefined),-28
Cc1nc(CN(C)Cc2cccn2-c2nccs2)no1,-11

2 entries from above, as labelled records:
CC(c1ccccc1)n1c(Cc2cccnc2)nnc1SCC(=O)O (centres undefined)
  mcGAS MS inh: -28
Cc1nc(CN(C)Cc2cccn2-c2nccs2)no1
  mcGAS MS inh: -11

(listing goes on)
SMILES,mcGAS MS inh
CSc1n[nH]c(-n2ccc3c(cnc4c(-c5ccc(F)cc5)c(C)nn43)c2=O)n1,-2
O=C(NC1(c2ccccc2)CCC1)c1cccc(-n2[nH]c(=O)ccc2=O)c1,-18
CC(=O)Nc1cc(C)nn1-c1ccc(NC(=O)c2ccoc2C)cc1,7
CCOc1ccccc1C=CC(=O)c1ccc(S(=O)(=O)NC)cc1,-8
CCC(=O)N1CCN(c2ncnc3c2nnn3C)CC1,0
N#Cc1c2n(c(=O)n(CC(=O)N(C3CC3)C3CCS(=O)(=O)C3)c1=O)CCC2 (centres undefined),-17
O=C(Nc1ccc(N2CCOCC2)c(F)c1)c1cc(C2CC2)[nH]n1,-15
CCOC(=O)C1=CN2C(C=C1)C(C(=C(C#N)C#N)C1CC1)C(c1ccccc1)C2C(=O)c1ccccc1 (centres undefined),-9
CC(Sc1nc(N)nc(N)n1)C(=O)N(C)Cc1ccccc1 (centres undefined),-2
Cc1cc(S(=O)(=O)n2nnc3ccccc32)c(C)cc1Br,-1
CC(C)N1C[C@H](NCC(=O)NCCc2ccc(F)cc2)[C@@H](O)C1,-17
O=C(NCCC(F)(F)F)c1csc(N2CCN(Cc3ccccc3)C2=O)n1,-7
O=c1ccc(Oc2nc(N3CCCCC3)nc(N3CCCCC3)n2)n[nH]1,9
CNc1ccc([N+](=O)[O-])cc1C(=O)Nc1ccc(F)cc1,-9
C=CCNC(=O)NC(=O)CN1CCSCC1c1ccccc1 (centres undefined),-7
O=C1CCCN2N=C(SCC(=O)N3CCOCC3)SC2=N1,-4
COc1cccc2ccc(CN(C)Cc3cccc4ncccc34)nc12,18
CN(CCC1CCOCC1)c1nc2nonc2nc1N1CCCC1,-9
O=C1OC2(CCCCC2)OC(=O)C1=CNc1ccccc1Cl,1
COc1ccccc1N1CCN(C(=O)Nc2ccc(Cl)cc2)CC1,-4
CCC(O)C1CCN(C(=O)c2cc(COc3ccc(F)cc3F)on2)CC1 (centres undefined),-7&-2
O=C(NCC1(c2ccccc2)CCOCC1)c1cn(CCC2CCCCC2)nn1,-2
CCOC(=O)CNC(=O)CSc1ncnc2c1nnn2CC,-3
Cc1cc(C)c2nc(C)cc(C(=O)N3CCNCC(CC(=O)O)C3)c2c1 (centres undefined),-8
Clc1ccc(CNc2ncnc3[nH]ncc23)c(Cl)c1,-8
CCOC(=O)c1[nH]c(C)c(C(=O)OCC(=O)N(C)C(C)C)c1C,-9
CN(CC(=O)NCc1ccco1)C(=O)CSc1nc(N)cc(=O)[nH]1,-6
CCOCCCNCC(=O)N(Cc1ccc(F)cc1)Cc1ccco1,-3
COC(=O)C1=C(C)NC(=O)NC1c1ccc(-c2ccccc2Cl)s1 (centres undefined),-10
Cc1ccc2c(c1)N(S(=O)(=O)CC1CCCO1)CCC2 (centres undefined),-2
CC1CCc2nc(NC(=O)CSC(=S)N3CCCCC3C)sc2C1 (centres undefined),-8
N#Cc1c(N)nc(SCC(=O)c2cc3ccccc3oc2=O)c(C#N)c1-c1ccc(O)cc1,0
NS(=O)(=O)c1ccc(CCNC(=O)c2cccnc2Nc2cc(Cl)cc(Cl)c2)cc1,6
S=c1oc(-c2ccc3c(c2)OCO3)nn1CN1CCN(Cc2ccccc2)CC1,-5
CC(Sc1nnc(-c2c[nH]c3ccccc23)n1C1CC1)C(=O)NC(=O)NC(C)(C)C (centres undefined),0
CCCCNC(=O)N1CC(C(=O)N2CCN(c3ccccc3F)CC2)CC(c2ccccc2)C1 (centres undefined),-8
CC(C)c1ccc(-n2nnnc2SCC(N)=O)cc1,-6
CCNC(=O)[C@@H]1C[C@@H](N)CN1Cc1cc(C(C)(C)C)ccc1O,-17
Cc1cccn2c(=O)nc(SC(C)c3ccccc3)nc12 (centres undefined),4
CCOC(=O)C1C2C=CC3(CN(C(C)C)C(=O)C13)O2 (centres undefined),10

Five successive records from above, for reference:
SMILES,mcGAS MS inh
CCCCNC(=O)N1CC(C(=O)N2CCN(c3ccccc3F)CC2)CC(c2ccccc2)C1 (centres undefined),-8
CC(C)c1ccc(-n2nnnc2SCC(N)=O)cc1,-6
CCNC(=O)[C@@H]1C[C@@H](N)CN1Cc1cc(C(C)(C)C)ccc1O,-17
Cc1cccn2c(=O)nc(SC(C)c3ccccc3)nc12 (centres undefined),4
CCOC(=O)C1C2C=CC3(CN(C(C)C)C(=O)C13)O2 (centres undefined),10

Next part.
SMILES,mcGAS MS inh
O=C(NCC1CCCOC1c1ccccc1)c1ccc[nH]c1=O (centres undefined),6
CCc1noc(C)c1C(=O)Nc1ccc(-n2cnnn2)cc1,5
N#Cc1ccc(NC(=O)c2cccc3c2OCO3)c(Br)c1,-9
Cc1cn(Cc2nc(-c3ccccc3C)oc2C)cn1,-18
CC(NC(=O)CCCS(N)(=O)=O)C1=CCCCC1 (centres undefined),-8
NC(=O)c1ccc(C(=O)N2CCN(CC3CC3)c3ccccc32)nc1,-6
CC1(C)CNC(=O)c2nc([C@H]3C[C@H]4C=C[C@H]3C43CC3)[nH]c2C1,-23
CC(O)C(=O)NC(=O)NC1CCCCC1 (centres undefined),-3
NC(=O)c1c(NC(=O)CSc2nnc(-c3cccs3)o2)sc2c1CCC2,6
COc1ccc(/C=C/C(=O)NCCc2nncn2C(C)C)c(OC)c1,-6
NC(=O)NCCCOC(=O)C1CC1c1cccc(Cl)c1Cl (centres undefined),-6
N#CC1(NC(=O)C2CC2c2cccc(F)c2)CCC2(CC1)OCCO2 (centres undefined),-8
COc1ccc(N(C)C(=O)c2ccc(-n3cccc3)nc2)cc1OC,5

These rows are one share of the data. The share of hits here may be higher or lower than overall.
